GPR7 antagonist: antagonists of human GPR7 (neuropeptides B/W receptor 1); P48145; GPR7-expressing cells, fluorescence antagonist assay; inhibition, % at 4.4 µM; 1.1% of 290,000 active; in the data active = inhibition above about 16%, passing the limit was not always enough;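 also: cells stimulated with the agonist NPW; 0% = agonist with vehicle and 100% = vehicle without agonist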
MEKK2mut PB1 HTS: signal of MEK5 binding to mutant human MEKK2 PB1 domain; bead flow cytometry, Alexa488-MEK5 binding to MEKK2 mutant; 0.35% of 290,000 active; percent response, % at 10 µM; in the data active = percent response above about 24%, passing the limit was not always enough; also: inactives centre near 1; some results filed as inactive read as strong as hits
OXTR potentiate: potentiates the human oxytocin receptor response; P30559; CHO-OTR cells, Fluo-8 calcium fluorescence, potentiator mode; 0% = oxytocin EC15, 100% = EC100; activation, % at 3 µM; 0.061% of 320,000 active;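 active = activation above that plate's cutoff, the mean activation of tested compounds plus 3 SD, cut at about 6.6% in these data, passing the limit was not always enough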;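 also: 100% uses oxytocin at 75 nM as the full agonist control; some results filed as inactive read as strong as hits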
Target sequence (P30559 whole entry, looked up): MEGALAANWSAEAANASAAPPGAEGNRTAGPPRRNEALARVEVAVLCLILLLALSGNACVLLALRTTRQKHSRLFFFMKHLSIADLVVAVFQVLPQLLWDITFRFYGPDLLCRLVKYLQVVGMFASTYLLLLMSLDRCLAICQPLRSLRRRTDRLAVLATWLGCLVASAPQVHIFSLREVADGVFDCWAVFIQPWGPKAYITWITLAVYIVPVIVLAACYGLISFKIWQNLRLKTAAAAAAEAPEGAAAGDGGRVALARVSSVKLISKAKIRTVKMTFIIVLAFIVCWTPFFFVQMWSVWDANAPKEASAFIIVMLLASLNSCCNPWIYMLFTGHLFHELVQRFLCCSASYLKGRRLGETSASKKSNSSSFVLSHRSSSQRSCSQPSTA
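Assay system: CHO cell line stably expressing human OTR. Reagent: EC15 oxytocin agonist. Dosing: single dose, 3.0 µM nominal final compound concentration. Timing: compound 6 min at room temperature before oxytocin, 100 s read. Signal: kinetic Fluo-8 calcium fluorescence. Controls: oxytocin EC15 low and EC100 high.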
NALP1 inh: NALP1 inhibition | 0.61% of 280,000 active | inhibition, % at 10 µM | S. cerevisiae NALP1/ASC/caspase-1 growth, X-gal OD620, 72 h; in the data active = inhibition mostly above about 24%, no sharp cut-off; inactive = mostly below about 32%; also: some compounds called inactive have numbers as strong as hits
V1R ag counter: activates human V1a receptor in oxytocin agonist counter-screen; P37288; CHO-V1R cells, Fluo-8 calcium fluorescence, agonist mode; 0% DMSO, 100% 3 nM vasopressin; activation, % at 3 µM; 0.25% of 320,000 active; AID 2797;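 active = activation above the mean activation of all tested compounds plus 3 SD, per screening run, cut at about 20% in these data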;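 also: signal is peak over basal fluorescence ratio across a 100 second FLIPR read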
Target sequence (P37288 whole entry, looked up): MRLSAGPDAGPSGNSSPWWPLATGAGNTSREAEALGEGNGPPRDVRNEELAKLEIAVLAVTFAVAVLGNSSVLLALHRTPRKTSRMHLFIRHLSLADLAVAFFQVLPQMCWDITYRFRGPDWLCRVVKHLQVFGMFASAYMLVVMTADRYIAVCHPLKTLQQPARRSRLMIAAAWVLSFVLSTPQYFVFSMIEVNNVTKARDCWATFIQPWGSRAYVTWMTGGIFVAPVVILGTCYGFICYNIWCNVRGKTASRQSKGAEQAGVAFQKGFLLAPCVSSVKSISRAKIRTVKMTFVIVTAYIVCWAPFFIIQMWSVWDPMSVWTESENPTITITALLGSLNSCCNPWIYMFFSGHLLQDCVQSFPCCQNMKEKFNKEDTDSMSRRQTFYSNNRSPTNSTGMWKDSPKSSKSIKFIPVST
PfM18AAP inh: blocks P. falciparum M18 aspartyl aminopeptidase; recombinant PfM18AAP, H-Glu-NHMec fluorogenic cleavage; AID 1822; 1.2% of 290,000 active; inhibition, % at 7.35 µM;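 active = inhibition above the campaign mean inhibition over all tested compounds plus 3 SD, cut at about 28% in these data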;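 also: 0% = plate median of test compound wells and 100% = 2 mM ZnCl2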
GalR3 antag: blocks the human galanin receptor 3; O60755; HEK293 GalR3-CNG cAMP membrane potential fluorescence; galR3 body fused to GalR1 C-terminus; inhibition, % at 3 µM; 0.44% of 360,000 active; AID 651719;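 active = inhibition above the screen-wide average plus 3 SD, cut at about 13% in these data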;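 also: forskolin and galanin both at EC90 stimulate the cells; cAMP rise reported by CNG channel membrane potential dye signal; 0% = forskolin plus galanin with DMSO and 100% = forskolin alone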
Target sequence (O60755 1-299 limits assumed): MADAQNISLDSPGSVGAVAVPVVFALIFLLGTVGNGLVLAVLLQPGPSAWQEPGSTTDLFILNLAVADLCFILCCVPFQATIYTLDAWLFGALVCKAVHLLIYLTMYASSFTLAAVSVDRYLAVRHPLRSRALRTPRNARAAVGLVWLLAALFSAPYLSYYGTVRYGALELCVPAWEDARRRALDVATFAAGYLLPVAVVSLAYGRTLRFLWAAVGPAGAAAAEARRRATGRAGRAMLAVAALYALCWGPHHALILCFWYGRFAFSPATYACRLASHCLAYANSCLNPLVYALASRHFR
OXTR agonist: human OXTR agonism; activation, % at 3 µM; P30559; 0.32% of 320,000 active; AID 2435; CHO-OTR cells, Fluo-8 calcium fluorescence; normalized: DMSO 0%, oxytocin 100%;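 active = activation above the mean of all tested compounds plus 3 SD, cutoff set per screening run, cut at about 20% in these data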;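 also: peak over basal fluorescence ratio from a 100 s FLIPR kinetic read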
MEKK2wt PB1 HTS: raises or lowers MEK5 binding to wildtype human MEKK2 PB1 domain; bead flow cytometry, Alexa488-MEK5 binding to MEKK2 WT; actives lie on both sides; Q9Y2U5; binding response (% of control), % at 10 µM; 1.1% of 290,000 active; in the data active = binding response below about 67% or above about 130%
* = called active by the depositor; nt = no result given.

SMILES	GPR7 antagonist	MEKK2mut PB1 HTS	OXTR potentiate	NALP1 inh	V1R ag counter	PfM18AAP inh	GalR3 antag	OXTR agonist	MEKK2wt PB1 HTS
COc1ccccc1CNC(=O)c1sccc1C	-4	-4	0	14	-0.7	-5	-9	0.0	101
CCCCNS(=O)(=O)/C=C/c1ccccc1	-8	-1	3	32	-1.3	0	-3	-1.6	97
Oc1ccc[n+](CCCCC[n+]2cccc(O)c2)c1	-4	6	5	5	0.6	3	-6	2.9	98
CC12CNCC(C)(CN(C(c3ccccc3)c3ccccc3)C1)C2	-12	1	-2	4	-1.1	-16	0	-1.6	96
O=C(CCN1CCCCCC1)Nc1ccc(F)cc1	-2	6	-2	22	1.7	-5	-5	2.7	105
CCOc1ccc(CC(=O)N2CCC3(CC2)NCCc2[nH]cnc23)cc1	-1	-1	-3	29	0.8	3	-9	-0.4	99
Cc1cccc(N2CC(C(=O)NCCC3=CCCCC3)CC2=O)c1C (stereo not drawn)	nt	nt	-6	nt	-0.3	nt	-3	-1.4	nt
CCOC(=O)N1CCC(NCc2c(C(=O)N(C)Cc3ccccc3)nc3ccccn23)CC1	-4	4	3	10	1.5	6	-3	0.1	106
C=CCN(CC=C)C(=S)Nc1ccc2nsnc2c1	7	-14	3	-2	0.1	1	5	-0.9	91
COc1ccc(C(CCNCc2ccc(N(C)C)cc2)c2ccccc2OC)cc1 (stereo not drawn)	20	22	nt	16	nt	-1	-10	nt	148*
CCN(CC)C(=O)c1c(Cl)nc(C)c([N+](=O)[O-])c1C	3	-2	-6	20	0.5	-3	1	-0.8	85
CCC1(C)Cc2ccccc2-c2c1c(=O)n(-c1ccc(C)cc1)c1nnnn21 (stereo not drawn)	-2	nt	0	11	0.8	4	2	-0.2	nt
COc1ccc(-c2nc(N)n[nH]2)cc1OC	-2	-1	-12	5	0.3	-13	2	1.1	99
CCN(CC)S(=O)(=O)c1ccc(N2CCCC2)c(NS(=O)(=O)c2ccccc2)c1	0	-2	-18	nt	-1.4	8	-3	-2.5	96
CCN1C(=O)c2ccccc2Sc2ccc(C(=O)NCCCN3CCOCC3)cc21	-10	-1	-7	13	-0.6	2	-7	0.9	100

Structural class: the compounds so far containing a halogen.
SMILES	GPR7 antagonist	MEKK2mut PB1 HTS	OXTR potentiate	NALP1 inh	V1R ag counter	PfM18AAP inh	GalR3 antag	OXTR agonist	MEKK2wt PB1 HTS
O=C(CCN1CCCCCC1)Nc1ccc(F)cc1	-2	6	-2	22	1.7	-5	-5	2.7	105
CCN(CC)C(=O)c1c(Cl)nc(C)c([N+](=O)[O-])c1C	3	-2	-6	20	0.5	-3	1	-0.8	85

(more compounds)
SMILES	GPR7 antagonist	MEKK2mut PB1 HTS	OXTR potentiate	NALP1 inh	V1R ag counter	PfM18AAP inh	GalR3 antag	OXTR agonist	MEKK2wt PB1 HTS
O=C(CN1CCCCC1)Nc1cccc(-n2cnnn2)c1	-7	-6	-20	17	1.6	2	-3	0.5	95
COc1ccc(C(CNS(=O)(=O)c2ccc(C)cc2)N2CCN(C)CC2)cc1 (stereo not drawn)	nt	nt	-2	nt	0.3	nt	0	1.6	nt
CCn1c(SCc2nc3cc(OC)c(OC)cc3c(=O)[nH]2)nnc1-c1ccncc1	2	3	2	-6	-0.3	-8	-10	2.2	104
CN1C(=O)N(C)C2C1N(CN1CCCCC1)C(=O)N2CN1CCCCC1 (stereo not drawn)	-2	11	-15	-2	1.5	-5	-1	0.5	102
CC(=O)N1N=C(c2ccc(C)cc2)OC1c1cccnc1 (stereo not drawn)	-18	-3	3	-4	0.0	0	-2	-0.5	94
NC(=S)NC1CCS(=O)(=O)C1 (stereo not drawn)	-25	0	-13	3	0.6	-10	-3	-0.2	101
O=C(Nc1cccnc1)c1ccc(-c2ccccc2)cc1	-7	1	-8	15	2.8	-5	-1	0.4	116
Cn1c(SCc2ccc(Br)cc2)nc2ccccc2c1=O	-2	3	-7	22	3.2	-4	-6	0.6	103
CC(=O)C1=C(O)C(=O)N(CCO)C1c1ccccc1 (stereo not drawn)	-6	-6	0	9	0.3	-9	-5	0.6	90
Cc1ccc2nc(NC(=O)C3CCN(c4ncnc5sc(C)c(C)c45)CC3)sc2c1	2	1	-4	14	-0.1	3	nt	0.3	101
COc1ccc2c(c1OC)C(=O)N1C2SC(C)(C)[C@H]1C(=O)NC1CC1 (stereo partly drawn)	-1	0	-7	5	0.0	2	5	1.0	96
CCCSc1ccc([C@@H]2[C@@H]3C(=O)N(CC)C(=O)[C@@H]3[C@]3(C(=O)OC)CCCCN23)cc1	nt	nt	-6	nt	-1.2	nt	-6	-0.8	nt
COc1ccc(Nc2nc(C)nc3c2nnn3Cc2ccccc2)cc1OC	-12	4	2	5	-0.2	-2	-5	-2.0	101
CC(C)CC1(C)NC(=O)NC1=O (stereo not drawn)	-14	9	-12	7	1.6	0	-1	1.0	104
O=C(CN1CCOCC1)Nc1ccc(Br)cn1	-5	0	-2	-1	0.1	5	-7	1.0	98
COCc1ccc([C@@H]2C[C@H]3CN(Cc4ccccc4C)C(=O)[C@]34CCCN24)o1	-8	0	-1	12	0.0	-6	-7	-0.7	99
O=C(Nc1cccnc1)c1cc(-c2cc(Cl)ccc2O)n[nH]1	-1	2	-4	nt	3.5	5	0	3.7	97
Cc1ccc(C(O)c2cccnc2)o1 (stereo not drawn)	7	-2	-2	-18	0.9	-2	-2	0.9	97
O=C(COC(=O)Cc1c(F)cccc1Cl)NCc1ccc2c(c1)OCO2	nt	nt	-6	nt	-0.5	nt	-3	-0.9	nt
O=C(CCN1C(=O)c2cccnc2C1=O)NC1CCCCCC1	-1	3	-2	39	0.3	-7	-3	-0.3	97
O=C1OCCC1Sc1nc2ccccc2c(=O)n1Cc1ccc(F)cc1 (stereo not drawn)	-7	1	3	2	0.2	10	-5	-1.4	103
CCc1cc(=O)n2c([nH]c3ccccc32)c1C#N	0	3	-5	7	0.7	6	-2	0.1	0.0*
Cc1ccc2nc(NC(=O)C3CCN(S(=O)(=O)c4cccs4)CC3)sc2c1	-8	2	-10	28	6.1	-11	-6	10	105
CC1CCCC(NC(=O)NC(=O)COC(=O)C2=NN(c3ccccc3)C(=O)CC2)C1C (stereo not drawn)	nt	nt	-6	nt	4.0	nt	-3	3.0	nt
O=C(NC1CCN(Cc2ccccc2)CC1)C1CCN(c2nnc(-n3cccc3)s2)CC1	-7	50*	0	32	3.2	2	-2	0.3	203*
COCCc1nc2ccc(C(=O)N3CCCC(CCCO)C3)cc2o1 (stereo not drawn)	-15	2	2	6	0.5	-1	1	0.6	101
COCc1cc(C)nc(SCC[N+](C)(C)CC(=O)Nc2ccccc2)c1C#N	-6	0	-1	-2	1.1	-1	-2	0.0	105
O=C(Nc1nnc(-c2ccccc2)o1)c1cc(Cl)sc1Cl	2	-2	-6	41	-0.8	-4	-2	-1.2	91
CN1CC(c2ccccc2Cl)C2(COc3ccccc3C2=O)C12C(=O)Nc1ccccc12 (stereo not drawn)	-16	-1	0	9	-0.6	7	-4	-1.6	94
CCCN(CCC)Cc1c(C(=O)N/N=C/c2ccco2)nnn1-c1nonc1N	1	2	-10	12	0.5	1	-10	-0.9	97
COc1ccc(CCN(C)C2CCCN(C(=O)CCSC)C2)cc1OC (stereo not drawn)	-6	5	-4	-61	-0.5	0	0	-1.0	111
CC1(c2ccccc2)NC(=O)N(CC(=O)Nc2ccc3c(c2)OCO3)C1=O (stereo not drawn)	0	7	-1	-6	2.0	1	-7	1.2	104
O=C(CSc1ccccc1)NC(=O)NCc1ccccc1	-15	-9	-5	nt	-1.4	-2	2	0.2	95
Nc1nnc(SCc2ccccc2F)s1	-4	-9	-9	nt	0.6	-5	0	-0.5	105
COc1ccccc1NC(=O)C(=O)/C=C(\O)c1ccccc1	-20	2	-5	0	0.0	0	-2	0.1	97
C/C(O)=C(\C#N)P(=O)(c1ccccc1)c1ccccc1	-6	-17	1	4	0.7	-2	-4	-0.1	64
O=C(NNC(=S)NC(=O)c1ccccc1)c1cccnc1	-1	2	-2	-7	-0.3	16	0	-0.6	108
Cc1ccc(N(C)C(=O)CN(C)S(=O)(=O)c2ccc3c(c2)n(C)c(=O)c(=O)n3C)cc1	-18	-1	-7	36	-1.2	16	-7	-1.8	101
COC(=O)C1C/C(=N\NS(=O)(=O)c2ccc(C)cc2)c2ccsc2C1 (stereo not drawn)	-11	0	-8	33	-0.9	0	7	-1.9	101
COCCNC(=O)c1cccc(OC2CCN(Cc3cccc(C(C)=O)c3)CC2)c1	-10	12	-6	10	-1.0	-9	-5	-0.5	110
CCOc1c(OC)cccc1C(=O)NCC1(c2ccccc2)CCCC1	-5	-1	-11	4	-0.8	1	-10	-1.5	98
C/C(=N\Nc1cc(C)nc(NCc2ccccc2)n1)c1cccc([N+](=O)[O-])c1	-16	15	-1	12	-0.1	-8	-5	-0.7	122
COC(=O)c1c(C)nn(-c2ccccc2)c1N	-3	-8	1	17	-0.6	-2	5	0.0	83
CC1(c2ccccc2Cl)NC(=O)N(CC(=O)Nc2ccc3c(c2)OCO3)C1=O (stereo not drawn)	-3	0	-6	10	0.3	6	-3	-0.6	102
CC(C)CCN1C(Nc2ccccc2)=NC[C@@H]1C	-4	4	-4	7	0.7	3	-8	-0.4	107
COC(=O)NC1CSCC1OC(=O)CCN1C(=O)c2ccccc2C1=O (stereo not drawn)	-8	10	-7	11	0.8	1	-4	0.1	112
Cc1cccc(OCC(=O)N2CCN(C(=O)CCC3CCCC3)CC2)c1	0	3	1	20	0.4	-1	-6	-2.1	99
CN(C(=O)COC(=O)c1cc(S(=O)(=O)N2CCOCC2)ccc1Cl)C1CCS(=O)(=O)C1 (stereo not drawn)	nt	nt	-6	nt	0.1	nt	-2	-0.1	nt
CO[C@@]1(NC(=O)CSCC#N)C(=O)N2C(C(=O)O)=C(CSc3nnnn3C)CS[C@@H]21	-4	2	7	20	0.9	0	-3	-0.2	97
CCN1CCN(C(=O)c2cc3c(s2)-c2c(C)cccc2OC3)CC1	14	7	-14	19	2.3	12	nt	1.4	124
Cc1oc(-c2cccc(Cl)c2)nc1CN1CCCC(C(=O)NCCCN2CCOCC2)C1 (stereo not drawn)	0	nt	-13	12	0.3	-14	-2	-1.0	nt
O=C1CC(N2CCSCC2)C(=O)N1CCc1ccccc1 (stereo not drawn)	-13	3	-2	18	0.9	-3	-4	0.0	104
COc1ccccc1-n1c(-c2ccc(F)cc2)coc1=O	-12	3	-11	11	0.1	-2	nt	-1.1	102
O=C(Nc1ccc(N2CCOCC2)cc1)C1CC(O)CN1S(=O)(=O)c1ccc(Cl)cc1 (stereo not drawn)	-2	-2	-12	11	-0.5	-4	1	-0.6	102
Cc1ccc2cc3cc(C(=O)NCCN4CCOCC4)oc3nc2c1	5	4	-10	-3	0.9	-3	5	-0.7	113
Cn1c(=O)[nH]c(=O)c2c1nc(N1CCOCC1)n2CC(=O)c1ccccc1	-3	-8	-16	9	-0.4	-3	0	0.0	93

2 entries from above, bar-delimited:
Structure | GPR7 antagonist | MEKK2mut PB1 HTS | OXTR potentiate | NALP1 inh | V1R ag counter | PfM18AAP inh | GalR3 antag | OXTR agonist | MEKK2wt PB1 HTS
CN(C(=O)COC(=O)c1cc(S(=O)(=O)N2CCOCC2)ccc1Cl)C1CCS(=O)(=O)C1 (stereo not drawn) | nt | nt | -6 | nt | 0.1 | nt | -2 | -0.1 | nt
CO[C@@]1(NC(=O)CSCC#N)C(=O)N2C(C(=O)O)=C(CSc3nnnn3C)CS[C@@H]21 | -4 | 2 | 7 | 20 | 0.9 | 0 | -3 | -0.2 | 97

From PubChem BioAssay
